High-throughput results: PubChem BioAssay, several laboratories
Mtb FBA inh – inhibits M. tuberculosis FBA enzyme; P9WQA3; purified M. tuberculosis FBA, fluorescence read-out; inhibition, % at 1 µM; hit rate 2.3% among 360,000; AID 588726; in the data active means inhibition above about 27%;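 further: 0% = vehicle and 100% = reference inhibitor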
Target sequence (P9WQA3 whole entry, looked up): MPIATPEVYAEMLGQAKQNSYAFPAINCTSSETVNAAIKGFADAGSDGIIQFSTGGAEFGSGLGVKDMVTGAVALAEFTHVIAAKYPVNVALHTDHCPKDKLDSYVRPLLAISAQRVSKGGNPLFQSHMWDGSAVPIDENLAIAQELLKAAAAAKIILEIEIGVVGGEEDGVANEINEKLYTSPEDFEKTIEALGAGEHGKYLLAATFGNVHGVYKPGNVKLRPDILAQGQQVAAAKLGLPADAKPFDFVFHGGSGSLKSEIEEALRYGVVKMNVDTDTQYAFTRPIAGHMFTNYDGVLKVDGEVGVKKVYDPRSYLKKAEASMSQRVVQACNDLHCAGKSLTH
FadD28 FP inh – blocks FadD28 binding to the bisubstrate probe; hit rate 0.22% among 360,000; inhibition, % at 12.5 µM; AID 588549; fluorescence polarization; in the data active means inhibition above about 8.5%, passing the limit was not always enough; inconclusive means no clear call, values can overlap the other calls
GDH-TPI inh – counter-screen for M. tuberculosis FBA inhibitors: GDH-TPI coupled enzymes; GDH-TPI coupled enzyme counterscreen, NADH absorbance; inhibition, % at 4.8 µM; hit rate 1.2% among 360,000; AID 588335;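 further: 0% = DMSO wells and 100% = wells lacking the enzyme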
BoNT-F LC inh – BoNT F light chain protease inhibition | hit rate 0.22% among 360,000 | Multiplex microsphere protease cleavage assay, flow cytometry | AID 588497 | inhibition, % at 10 µM; in the data active means inhibition above about 35%, passing the limit was not always enough; inconclusive means no clear call, values can overlap the other calls; further: plate controls were buffer without enzyme for full effect and enzyme alone for no effect
CCHFV vOTU inh – CCHFV vOTU protease inhibition; Pep-AMC fluorescence; inhibition, % at 11.5 µM; hit rate 0.55% among 370,000; further: 0% = vehicle wells with enzyme and 100% = no enzyme wells
BoNT A protease – inhibitors of Botulinum neurotoxin A light chain protease | multiplex microsphere protease substrate cleavage, flow cytometry | AID 588499 | inhibition, % at 10 µM | hit rate 0.17% among 360,000; in the data active means inhibition above about 30%; inconclusive means no clear call, values can overlap the other calls; further: plate controls were buffer without enzyme for full effect and enzyme alone for no effect
PrPC TRFRET – inhibitors of human cell surface prion protein PrPC; P04156; hit rate 0.43% among 370,000; inhibition, % at 13.8 µM; AID 720596; TR-FRET read-out; in the data active means inhibition above about 24%; further: 0% = median of the test wells and 100% = reference compound wells
BioA inh – blocks M. tuberculosis BioA enzyme activity | purified M. tuberculosis BioA enzyme, plate reader | inhibition, % at 9.99 µM | hit rate 0.096% among 360,000 | AID 602481; in the data active means inhibition above about 40%; inconclusive means no clear call, values can overlap the other calls
UGM FP inh – Mtb UDP-galactopyranose mutase inhibition; P9WIQ1; purified UGM, fluorescence polarization probe displacement; inhibition, % at 10 µM; hit rate 0.06% among 320,000; in the data active means inhibition above about 10%, passing the limit was not always enough; inconclusive means no clear call, values can overlap the other calls
Target sequence (P9WIQ1 whole entry, looked up): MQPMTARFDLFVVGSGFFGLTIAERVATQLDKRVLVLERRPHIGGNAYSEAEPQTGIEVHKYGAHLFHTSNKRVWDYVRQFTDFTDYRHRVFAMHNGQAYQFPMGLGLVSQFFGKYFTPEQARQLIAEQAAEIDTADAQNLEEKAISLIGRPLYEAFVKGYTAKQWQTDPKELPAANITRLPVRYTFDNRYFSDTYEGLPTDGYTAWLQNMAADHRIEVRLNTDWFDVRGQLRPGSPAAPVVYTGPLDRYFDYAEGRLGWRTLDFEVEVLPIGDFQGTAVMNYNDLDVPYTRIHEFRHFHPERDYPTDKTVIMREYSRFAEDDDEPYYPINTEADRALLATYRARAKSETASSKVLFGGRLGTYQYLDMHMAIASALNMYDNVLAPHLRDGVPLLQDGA
* marks the source's active call; other numbers are inactive results; u = inconclusive; x = no result given. Unless noted, no stated cut-off is given here; in the data, active means inhibition above about 30%; inactive means the rest. Rows were taken by chance. About 4.8% of those tested had a hit in this group.

SMILES	Mtb FBA inh	FadD28 FP inh	GDH-TPI inh	BoNT-F LC inh	CCHFV vOTU inh	BoNT A protease	PrPC TRFRET	BioA inh	UGM FP inh
COc1ccccc1-c1csc(Nc2ccc(Oc3ccccc3)cc2)n1	-3	0.0	x	-17	-1	-1.3	-3	4.3	x
CCCNC(=O)C1CCN(c2cc(-c3ccccc3)nc3ncnn23)CC1	1	-4.6	-3	4	4	0.0	-2	2.7	-1.5
Cc1cccc2nc(C(=O)Nc3cccc(C(=O)NC4CC4)c3)cn12	2	-0.3	-6	0	12	-0.2	6	0.1	-2.6
COc1ccc(-n2c(SCC#N)nnc2-c2ccc(NS(=O)(=O)c3ccc(C)cc3)cc2)cc1	-6	-1.7	8	0	x	0.1	x	-2.0	-1.4
COC(=O)/C(=C/Nc1cccc2ccccc12)[N+](=O)[O-]	74*	-1.4	-2	-11	-29	-0.4	7	x	-3.5
Cc1cnc(CN(C)C(=O)c2ccc3oc(Cc4ccc(Cl)cc4)nc3c2)[nH]1	-4	-1.6	2	7	4	-0.3	5	x	0.9
CS(=O)(=O)N1CCN(C2Cc3ccccc3C2)CC1	0	0.1	10	-14	-13	-1.3	2	-0.9	0.4
N#Cc1c(N)n(CCOC(=O)c2cccc([N+](=O)[O-])c2)c2nc3ccccc3nc12	15	-1.6	19	-4	5	1.8	4	-2.3	0.5
CCC(=O)N1Cc2cc(C(=O)NCC(F)(F)F)nc(-c3cccc(-c4cncnc4)c3)c2[C@H]1CCO	x	x	x	-15	-3	-0.3	1	x	x
CCOC(=O)/C(=C\c1ccc(OC(F)F)cc1)C1=Nn2c(nnc2-c2ccc(Cl)cc2)SC1	3	-1.7	16	-1	x	0.0	x	x	2.6
Cc1cc(C)cc(NC(=O)Nc2ccc3c(c2)CCC3)c1	2	x	9	-5	-4	-3.4	-2	-0.6	-0.2
C=CCNC(=O)/C(=C\C=C\c1ccccc1)NC(=O)c1ccc(OCCCC)cc1	3	0.9	35*	9	14	-0.1	6	1.4	0.8
CC1CC(C)CN(c2nc3c(c(=O)n(C)c(=O)n3C)n2CCSc2ncccn2)C1 (configuration not stated)	-2	-1.9	-14	-9	-2	-0.9	-5	-0.2	-3.4
COC(=O)[C@]12CCCCC=C1N(CCC1=CCCCC1)C(=O)[C@H](CC(=O)N1CCC(c3ccccc3)CC1)C2	x	x	x	-4	8	0.6	1	x	x
CCCn1c(CN(C)Cc2ccccc2)nc2c1c(=O)n(C)c(=O)n2C	-7	0.3	-2	-21	-4	-0.7	11	x	0.1
CCN(CC(=O)NC(=O)NCc1ccco1)Cc1ccccc1	0	-0.7	1	3	0	2.0	-2	x	-1.9
O=C(Oc1ccc(/C=N/Nc2ccccc2)cc1)c1ccccc1	-2	-0.7	17	-14	-13	0.3	-1	x	2.5
Nc1ccc(-n2ccnc2)cc1	2	-0.1	5	-4	5	0.2	-5	x	-0.1
C[C@@H]1CN([C@@H](C)CO)C(=O)c2c(c3ccccc3n2C)-c2ccccc2CO[C@H]1CN(C)C(=O)[C@H](C)c1ccccc1	3	0.1	3	-2	18	-0.7	10	1.8	x
Cc1oc2ccc(OC(=O)N(C)C)cc2c1C(=O)OC(C)C	3	-1.3	3	-4	-2	-0.1	-6	2.8	-0.8
N#CCCN(Cc1ccccc1)C(=S)Nc1ccc(F)cc1	1	-5.4	2	x	-15	x	4	-1.5	3.4
Cc1ccc(S(=O)(=O)N2CCOCC2)cc1NC(=O)Nc1ccc([N+](=O)[O-])cc1	2	-3.5	4	-6	3	-0.6	-1	-0.5	-0.2
Nc1cc(=O)[nH]c(SCCSc2ccccc2F)n1	3	-3.9	4	9	2	2.8	1	x	0.6
COc1ccc(-n2c(Cc3cccn3C)nnc2SCC(=O)Nc2ccc3c(c2)OCCO3)cc1	5	-0.7	6	-2	0	-0.2	-4	1.2	-1.2
CC(C)(C)S(=O)N1Cc2cc(CO)cc(CCO)c2[C@H]1CCO (some centres not stated)	-4	-2.2	-6	-2	-1	0.1	6	-1.2	x
NC(=O)C1CCN(CC(=O)Nc2ccccc2N2CCOCC2)CC1	0	-0.8	-4	-1	2	-0.2	-6	-2.2	0.9
COc1ccc(NCc2nnc(SCC(=O)Nc3ccccc3OC)o2)cc1	1	-0.2	10	-1	2	-1.1	6	-1.3	2.5
CC(=O)Nc1cc(C)c2nc(NC(C)=O)sc2c1	-3	-1.5	-1	5	8	-0.2	2	-0.6	5.2
O=C(NCCc1ccccc1)c1ccc(S(=O)(=O)N2CCCCC2)cc1	-2	-3.6	-7	-1	-2	0.2	4	-0.2	x
O=C(NC1CCCCC1)c1ccc2c(=O)n(CC3CCCO3)c(=O)[nH]c2c1 (configuration not stated)	-9	-2.9	1	-19	10	0.8	0	3.7	-0.5
COc1cccc2cc(C(=O)OCC(=O)NC3CCCC(C)C3C)c(=O)oc12 (configuration not stated)	-1	-3.9	22	-3	1	0.3	1	-0.5	x
COc1ccc(C2CC(=O)Nc3cc(OC)c(OC)cc32)cc1Br (configuration not stated)	0	-1.6	9	x	-3	x	3	3.5	1.3
COc1cc(C(=O)N2CCc3ccccc32)c([N+](=O)[O-])cc1OC	1	-1.3	15	u	-4	-4.3	-11	1.0	1.3
Nc1ccc(C(=O)c2cccs2)cc1[N+](=O)[O-]	3	-1.9	11	-3	2	-0.6	-35	x	-0.6
CN(C)C(=O)Nc1cccc(OC(=O)N(C)C)c1	3	-1.6	0	29	-12	0.4	2	x	-0.3
CCCOc1ccc(C(=O)CCC(=O)OCC(=O)N2CCN(S(=O)(=O)c3ccc(C)cc3C)CC2)cc1	1	-2.4	-6	0	11	0.5	6	-1.4	x
Cc1ccc(S(=O)(=O)N2CCCCCC2)cc1C(=O)Nc1cccnc1	0	-3.7	-8	2	3	3.3	6	0.2	3.1
Cc1ccc(S(=O)(=O)NNc2nc3ccccc3nc2C(F)(F)F)cc1	3	-2.5	10	-7	9	-0.8	-4	-1.3	1.3
Cc1ccc(-c2nnn(CC(=O)N(Cc3ccco3)C(C(=O)NC(C)(C)C)c3cccs3)n2)o1 (configuration not stated)	-4	0.3	-8	4	6	1.0	4	-2.6	4.4
O=C(COC(=O)CCC1CCCC1)Nc1cccc(S(=O)(=O)N2CCOCC2)c1	2	0.9	6	12	-2	5.1	3	-0.8	x
CC1CCCCC1NC(=O)COC(=O)c1ccc(S(=O)(=O)NCc2ccco2)cc1 (configuration not stated)	0	-0.9	-3	6	1	4.1	0	-0.3	-0.2
O=C(CNC(=O)c1ccccc1F)OC1CCOC1=O (configuration not stated)	-1	-3.0	-15	-4	1	-0.8	4	-1.8	2.0
COC(=O)c1ccccc1NC(=O)CCCCCn1nnc2ccccc2c1=O	5	-0.8	-3	1	1	0.7	-1	-0.9	-0.4
O=C(CCC(=O)Nc1ccc(F)cc1)N/N=C/c1cccnc1	1	1.2	-4	-6	1	-3.2	5	1.2	0.2
O=c1[nH]cc(F)c(=O)n1C1OC(CO)C(O)C1O (configuration not stated)	x	x	x	-1	0	0.1	-1	x	x
COC(=O)N/N=C/c1ccc(-c2cc(Cl)ccc2Cl)o1	0	-3.1	24	-9	12	-0.4	0	x	-0.3
O=C(N[C@@H](Cc1c[nH]c2ccccc12)C(=O)O)OCC1c2ccccc2-c2ccccc21	-1	-1.6	-7	-12	4	-1.8	0	3.5	x
C=CCNc1ncnc2c1ncn2[C@H]1CN(Cc2ccccc2)C[C@@H](COC(C)=O)O1	-1	0.3	4	-5	2	-0.2	-4	-1.2	x
COc1ccc(S(=O)(=O)Nc2ccc3oc4ncccc4c(=O)c3c2)cc1OC	0	-1.4	5	3	-8	-0.9	-5	x	-2.5
CC(C)C(=O)Nc1sc2c(c1C#N)CCCCC2	-2	-2.8	5	17	10	1.5	6	-2.0	1.0

A second format for some results above:
molecule | Mtb FBA inh | FadD28 FP inh | GDH-TPI inh | BoNT-F LC inh | CCHFV vOTU inh | BoNT A protease | PrPC TRFRET | BioA inh | UGM FP inh
O=C(CNC(=O)c1ccccc1F)OC1CCOC1=O (configuration not stated) | -1 | -3.0 | -15 | -4 | 1 | -0.8 | 4 | -1.8 | 2.0
COC(=O)c1ccccc1NC(=O)CCCCCn1nnc2ccccc2c1=O | 5 | -0.8 | -3 | 1 | 1 | 0.7 | -1 | -0.9 | -0.4
O=C(CCC(=O)Nc1ccc(F)cc1)N/N=C/c1cccnc1 | 1 | 1.2 | -4 | -6 | 1 | -3.2 | 5 | 1.2 | 0.2
O=c1[nH]cc(F)c(=O)n1C1OC(CO)C(O)C1O (configuration not stated) | x | x | x | -1 | 0 | 0.1 | -1 | x | x
COC(=O)N/N=C/c1ccc(-c2cc(Cl)ccc2Cl)o1 | 0 | -3.1 | 24 | -9 | 12 | -0.4 | 0 | x | -0.3
O=C(N[C@@H](Cc1c[nH]c2ccccc12)C(=O)O)OCC1c2ccccc2-c2ccccc21 | -1 | -1.6 | -7 | -12 | 4 | -1.8 | 0 | 3.5 | x
C=CCNc1ncnc2c1ncn2[C@H]1CN(Cc2ccccc2)C[C@@H](COC(C)=O)O1 | -1 | 0.3 | 4 | -5 | 2 | -0.2 | -4 | -1.2 | x
COc1ccc(S(=O)(=O)Nc2ccc3oc4ncccc4c(=O)c3c2)cc1OC | 0 | -1.4 | 5 | 3 | -8 | -0.9 | -5 | x | -2.5
CC(C)C(=O)Nc1sc2c(c1C#N)CCCCC2 | -2 | -2.8 | 5 | 17 | 10 | 1.5 | 6 | -2.0 | 1.0

Following part:
SMILES	Mtb FBA inh	FadD28 FP inh	GDH-TPI inh	BoNT-F LC inh	CCHFV vOTU inh	BoNT A protease	PrPC TRFRET	BioA inh	UGM FP inh
CCNC(=O)C1(C)CCN(C(=O)c2cccc(C#N)c2)C1 (configuration not stated)	-1	-0.7	3	-7	1	-0.2	2	0.2	x
O=c1[nH]c(CN2CCN(C/C=C/c3ccccc3)CC2)nc2cc(Cl)ccc12	3	-4.2	1	-14	-11	-1.2	-5	0.5	4.4
O=S(=O)(c1cccs1)N1CCc2ccccc21	10	-2.5	4	-1	-8	0.8	3	0.7	1.9
COc1ccccc1NC(=O)Cn1c(=O)n(C)c(=O)c2sc3c(c21)COC(C)(C)C3	4	-0.7	14	-4	5	-0.6	11	0.4	-0.3
Cc1onc(-c2ccccc2Cl)c1C(N)=O	0	-2.6	-1	-13	7	-0.2	3	1.4	-0.2
Fc1ccccc1NC(=S)N(CCCN1CCOCC1)Cc1cccnc1	-2	-1.4	0	-2	-7	-0.6	4	x	3.4
CC(C)(CNCc1ccccc1)NS(=O)(=O)c1ccc(Cl)cc1	-1	-2.7	18	-16	3	-0.8	-2	0.2	-0.8
Cc1ccc(NC(=O)CNC2CCCCC2)cc1Cl	1	-0.9	5	2	9	0.2	-6	-1.9	2.1
Cc1ccc2nc(SCC(=O)Nc3cccc(S(=O)(=O)NC4=NCCCCC4)c3)[nH]c2c1	0	-2.7	-4	x	-8	x	12	x	1.2
Cc1nn(C)c(C(=O)NC(=S)Nc2ccccc2O)c1Cl	-3	-5.6	-4	-4	-5	-0.6	1	0.9	1.0
COc1ccc(C(=O)NC2CCN(C(=S)NCCc3ccccc3)CC2)cc1	0	-0.3	8	-3	14	0.7	-1	x	0.6
CC(C)n1ncc2c(C(=O)Nc3cccc(C#N)c3)cc(C3CC3)nc21	-3	-6.0	6	3	14	0.0	4	0.2	0.6
O=C(CO/N=C/c1ccccc1OC(F)F)NC1CCCCC1	1	-4.2	-9	-4	1	-0.1	9	-1.9	-0.1
O=C1CCCN1CCCNc1ncccc1[N+](=O)[O-]	-6	0.5	6	-2	5	0.2	-25	-0.4	2.4
O=C(CSc1nnc(COc2ccc(Cl)cc2)n1Cc1ccco1)N1CCNC1=O	-2	-2.1	-7	-8	1	-0.9	5	0.3	x
O=C(CSCc1ccc([N+](=O)[O-])cc1)Nc1cccc(C(=O)Nc2ccccc2C(=O)O)c1	4	-25	10	-10	12	-2.3	2	1.4	2.8
